# Compound activity (PubChem)
# Shn3 3UTR inh: inhibitors of Schnurri-3 3'UTR reporter in osteoblasts | AID 588674 | hit rate 0.52% among 360,000 | inhibition, % at 12.5 µM | Clone20 osteoblast Shn3 3'UTR firefly luciferase, 24 h;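 active = mean inhibition of at least 75% with every replicate also reaching 75%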;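 note: 0% = median of neutral control wells and 100% = pilot-screen positive control compound; some compounds past the cut are filed as inactive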
# TWEAK Fn14 block: blocks TWEAK-Fn14 interaction in a reporter cell assay. TWEAK-stimulated Fn14 reporter cells, luciferase luminescence, 8 h. inhibition, % at 10 µM. hit rate 2% among 360,000. AID 1159606; in the data active = inhibition above about 50%
# NR5A2 inv ag: inverse agonists of human LRH-1 (NR5A2) | O00482 | HEK293T StAR-luciferase reporter, LRH-1 transfected, 24 h | inhibition, % at 3.6 µM | hit rate 0.13% among 360,000 | AID 602396;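 active = inhibition above the mean inhibition of all tested compounds plus 3 SD, cut at about 73% in these data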;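 note: 0% = DMSO wells and 100% = reporter-only cells lacking LRH-1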
# Target sequence (O00482 whole entry, looked up): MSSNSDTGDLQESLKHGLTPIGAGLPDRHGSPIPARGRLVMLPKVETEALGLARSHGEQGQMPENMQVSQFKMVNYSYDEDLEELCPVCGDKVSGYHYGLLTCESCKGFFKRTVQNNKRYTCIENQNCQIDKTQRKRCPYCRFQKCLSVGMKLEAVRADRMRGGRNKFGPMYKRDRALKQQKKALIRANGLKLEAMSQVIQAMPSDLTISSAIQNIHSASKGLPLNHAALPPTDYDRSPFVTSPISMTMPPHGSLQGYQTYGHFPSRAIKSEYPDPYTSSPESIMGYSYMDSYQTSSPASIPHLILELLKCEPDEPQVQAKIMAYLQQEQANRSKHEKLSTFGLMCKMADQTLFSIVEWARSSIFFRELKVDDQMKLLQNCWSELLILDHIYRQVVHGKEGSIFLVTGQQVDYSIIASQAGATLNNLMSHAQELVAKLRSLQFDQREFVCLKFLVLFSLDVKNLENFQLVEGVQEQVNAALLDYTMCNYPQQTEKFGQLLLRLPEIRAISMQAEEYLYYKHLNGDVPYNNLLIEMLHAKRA
# TRAIL sens C8: sensitizes caspase-8 expressing cells to TRAIL | AID 624354 | NB7+C8 cells + TRAIL, ATPlite viability luminescence | inhibition (viability loss, TRAIL sensitization), % at 10 µM | hit rate 1% among 360,000;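 active = compounds causing at least 50% loss of cell viability in the single-dose screen, relative to plate controls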
# NR2F2 inh: blocks human COUP-TFII nuclear receptor. P24468. HEK293T NGFI-A luciferase reporter, luminescence. inhibition, % at 8.6 µM. hit rate 0.7% among 370,000;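 active = inhibition above a per-plate cutoff, mean inhibition of test wells between control levels plus 3 SD, cut at about 38% in these data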;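 note: cells cotransfected with COUP-TFII expression vector driving the NGFI-A reporter; 0% = median of COUP-TF2 test wells and 100% = reporter-only cells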
# Target sequence (P24468 whole entry, looked up): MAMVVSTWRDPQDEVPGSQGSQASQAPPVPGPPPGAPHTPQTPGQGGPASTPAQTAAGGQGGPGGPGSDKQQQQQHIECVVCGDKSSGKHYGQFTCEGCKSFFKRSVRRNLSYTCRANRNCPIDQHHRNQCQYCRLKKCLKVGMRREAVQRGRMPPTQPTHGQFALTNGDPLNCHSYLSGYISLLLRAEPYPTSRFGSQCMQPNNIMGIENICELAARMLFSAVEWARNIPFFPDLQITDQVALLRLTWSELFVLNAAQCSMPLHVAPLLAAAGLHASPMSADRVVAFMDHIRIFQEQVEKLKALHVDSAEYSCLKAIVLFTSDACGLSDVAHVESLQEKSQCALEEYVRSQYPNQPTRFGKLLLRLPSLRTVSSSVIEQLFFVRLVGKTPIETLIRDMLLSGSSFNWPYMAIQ
# TROY signal inh: blocks TROY-dependent signaling in reporter cells; Q293 LMP1-TROYcd NF-kB luciferase reporter, 4 h; inhibition, % at 10 µM; hit rate 0.98% among 360,000;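 active = compounds whose plate-normalised and pattern-corrected inhibition of the luciferase reporter signal at the single screening dose is 50% or more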
# SRC3 inh: inhibits human SRC3 coactivator. Q9Y6Q9. HEK293 GAL4-SRC3 luciferase reporter, luminescence. inhibition, % at 3.6 µM. hit rate 0.17% among 360,000;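 active = inhibition above a per-campaign cutoff, the mean of all compounds plus 3 SD, cut at about 60% in these data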;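 note: 0% = DMSO-treated cells and 100% = gossypol-treated cells at 36 µM; higher means less SRC3-driven luciferase light from the GAL4 reporter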
# LMP1 NFkB inh: reduces LMP1-driven NF-kappaB luciferase signal. LMP1-induced NF-kappaB luciferase reporter cells, luminescence. inhibition, % at 12.5 µM. hit rate 0.69% among 350,000; in the data active = inhibition above about 41%;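 note: 0% = neutral control wells and 100% = reference inhibitor control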
# SRC1 inh: human NCOA1 inhibition; Q15788; HEK293 GAL4-SRC1 luciferase reporter, luminescence; inhibition, % at 3.6 µM; hit rate 0.12% among 360,000; AID 588354;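 active = inhibition above the campaign mean plus 3 SD, with each screening campaign given its own cutoff, cut at about 60% in these data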;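 note: 0% = DMSO treated cells and 100% = gossypol at 36 µM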
# CF NFkB inh: inhibitors of cystic fibrosis induced NF-kB; AID 588850; KKLEB NF-kB-GFP reporter, PAF-induced, GFP fluorescence overnight; inhibition, % at 5 µM; hit rate 0.86% among 360,000;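 active = at least 50% inhibition at 5 µM, scaled per plate between neutral and stimulator controls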;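 note: PAF is a Pseudomonas aeruginosa culture filtrate used as stimulus; plate controls were PAF-stimulated DMSO wells for no effect and unstimulated DMSO wells for full effect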
# KKLEB tox: CF airway cell cytotoxicity counter-screen. KKLEB CF airway cells viability, ATPlite luminescence, overnight; active compounds read low; cells stimulated with P. aeruginosa culture filtrate. activity change (cytotoxicity), % at 5 µM. hit rate 0.36% among 360,000. AID 602141;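 active = corrected activity change at or below -50% at 5 µM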
# * marks the source's active call; other numbers are inactive results; nt = no result given. The list is partial, so the mix of outcomes need not match the whole.
# The opening 4 compounds as a preview:
SMILES,Shn3 3UTR inh,TWEAK Fn14 block,NR5A2 inv ag,TRAIL sens C8,NR2F2 inh,TROY signal inh,SRC3 inh,LMP1 NFkB inh,SRC1 inh,CF NFkB inh,KKLEB tox
Cc1cc(OC(=O)c2c(Cl)cc(Cl)cc2Cl)nc(C)n1,10,-4,2,11,0,-20,-16,-2,-10,-12,11
O=C(CCC(=O)c1ccc(Oc2ccccc2)cc1)Nc1ccc(C(=O)O)cc1,-8,-5,3,2,15,8,-3,-16,-2,0,-8
CCCNC(=O)CCC(NS(=O)(=O)c1ccc(C)cc1)C(=O)NCCC (stereo unspecified),-11,18,14,6,7,2,3,-15,-3,-4,-10
Cc1ccccc1NC(=O)c1ccc(NC(=O)C2CC(=O)OC23CCCCC3)cc1 (stereo unspecified),-26,3,-4,-20,2,0,11,4,-14,-4,4

# This part in full, previewed entries included:
SMILES,Shn3 3UTR inh,TWEAK Fn14 block,NR5A2 inv ag,TRAIL sens C8,NR2F2 inh,TROY signal inh,SRC3 inh,LMP1 NFkB inh,SRC1 inh,CF NFkB inh,KKLEB tox
Cc1cc(OC(=O)c2c(Cl)cc(Cl)cc2Cl)nc(C)n1,10,-4,2,11,0,-20,-16,-2,-10,-12,11
O=C(CCC(=O)c1ccc(Oc2ccccc2)cc1)Nc1ccc(C(=O)O)cc1,-8,-5,3,2,15,8,-3,-16,-2,0,-8
CCCNC(=O)CCC(NS(=O)(=O)c1ccc(C)cc1)C(=O)NCCC (stereo unspecified),-11,18,14,6,7,2,3,-15,-3,-4,-10
Cc1ccccc1NC(=O)c1ccc(NC(=O)C2CC(=O)OC23CCCCC3)cc1 (stereo unspecified),-26,3,-4,-20,2,0,11,4,-14,-4,4
C[C@@H]1CC[C@H](O)/C=C/C(=O)O[C@H](C)CC[C@H](O)/C=C/C(=O)O1,2,4,-10,13,-1,0,1,-5,-4,21,10
CCn1ncc(CNC(=O)CCSc2nc(-c3ccco3)cc(C(F)(F)F)n2)c1C,16,-36,1,-6,9,-3,1,-11,-22,-2,-2
O=C(NCCN1CCCCC1)c1ccco1,17,-5,7,-4,13,9,12,-6,1,8,0
CN(C)c1ccc(-c2ccnc3c2CC(C)(C(=O)NCC2CCOCC2)O3)cc1 (stereo unspecified),-11,-3,8,-17,14,8,5,nt,1,-11,8
CCOC(=O)Cc1csc(NC(=O)c2sc3nc4c(C)cc(C)cc4cc3c2N)n1,0,-17,-27,4,-21,-9,-15,-11,-22,-11,5
CC1C(=O)C(C)C(c2ccc([N+](=O)[O-])cc2)NC1c1ccc([N+](=O)[O-])cc1 (stereo unspecified),-3,-6,6,26,-8,11,18,8,13,7,-10
Cc1ccc(-n2c(SCn3nnc4ccccc4c3=O)nnc2-c2cccnc2)c(C)c1,10,0,-9,-8,16,8,-23,7,-2,-10,5
COc1ccc(OC)c2sc(NC(=O)c3ccc(S(=O)(=O)N(C)C)cc3)nc12,30,18,-3,5,-12,-5,25,0,8,15,-7
Cc1cc(C)c(S(=O)(=O)N2CCN(C(=O)c3cc4ccccc4o3)CC2)c(C)c1,11,0,10,2,4,10,12,1,17,22,-12
CCCCn1c(SCC(=O)Nc2nnc(C(C)C)s2)nc2c1c(=O)n(C)c(=O)n2C,69,13,7,32,-2,28,6,9,11,-12,-4
CC(C)CCc1noc(CN2CCC(CCN3CCCC3=O)CC2)n1,5,-15,2,0,-10,-18,3,-4,-38,-6,0
CCc1cc(=O)[nH]c(-n2[nH]c(-c3ccccc3)cc2=O)n1,-23,-12,0,-7,-4,14,4,-8,-13,9,9
CCCc1[nH]nc2c1C1(CCN(C(=O)OCc3ccccc3)CC1)C(C#N)=C(N)O2,-23,-3,0,0,25,-1,-4,-3,5,-5,14
CCCC1C2C(=O)N(c3ccc(OC)cc3)C(=O)C2ON1c1ccccc1 (stereo unspecified),17,1,6,12,2,-14,15,-31,0,9,-14
CC1CCN(S(=O)(=O)c2ccc(C(=O)NCc3ccco3)cc2)CC1,5,13,-10,8,5,3,25,0,-8,2,5
COc1cc(C(=O)N/N=c2/sc3ccccc3n2C)cc(OC)c1OC,15,-4,1,-9,-2,4,0,-7,-7,-5,-3

# Some of these compounds in order of their number in TWEAK Fn14 block, highest first.
Molecule | TWEAK Fn14 block
COc1ccc(OC)c2sc(NC(=O)c3ccc(S(=O)(=O)N(C)C)cc3)nc12 | 18
C[C@@H]1CC[C@H](O)/C=C/C(=O)O[C@H](C)CC[C@H](O)/C=C/C(=O)O1 | 4
Cc1ccc(-n2c(SCn3nnc4ccccc4c3=O)nnc2-c2cccnc2)c(C)c1 | 0

# (list continues)
SMILES,Shn3 3UTR inh,TWEAK Fn14 block,NR5A2 inv ag,TRAIL sens C8,NR2F2 inh,TROY signal inh,SRC3 inh,LMP1 NFkB inh,SRC1 inh,CF NFkB inh,KKLEB tox
CN(Cc1ccc(Cl)c(Cl)c1)C(c1cc2ccccc2o1)c1nnnn1C(C)(C)C (stereo unspecified),nt,-2,21,16,1,20,nt,nt,nt,nt,nt
Cc1ccc(OCCSCc2nnc(NC(=O)Nc3cccc(Cl)c3)s2)cc1,22,35,-17,52*,10,31,2,19,-2,49,-2
Cc1ccc(C)c(S(=O)(=O)N2CCN(C(=O)c3cnccn3)CC2)c1,10,-8,-6,8,-1,5,-15,3,10,9,-12
COc1ccc(C(=O)NCCSc2ccccc2)cc1OC,3,-15,-62,-6,-1,5,-46,-17,-61,-16,15
O=C(CSc1nnc(CNc2ccccc2)o1)c1ccc2c(c1)OCCO2,8,-19,-17,-9,3,23,-11,-10,-6,-8,13
OCCN1CCN(C(=S)c2ccc(Cl)cc2)CC1,10,-3,-14,-3,-9,-4,7,4,-1,3,-5
Cn1cc(/C=C/c2cc[n+](C)cc2)c2cc(F)ccc21,9,-1,6,5,nt,23,20,10,5,-79,12
O=C(CSc1nnc(Cc2ccccc2)o1)c1ccccc1,1,-25,-7,1,-13,-89,-7,2,-5,-6,2
Cc1cc2oc(C(=O)Nc3ccc(S(=O)(=O)Nc4ncccn4)cc3)cc(=O)c2cc1Cl,-19,-8,-10,2,-6,-1,-1,5,7,-21,-4
O=S(=O)(c1cc(O)ccc1O)c1cccc2c(S(=O)(=O)c3cc(O)ccc3O)cccc12,9,37,8,-25,12,-21,7,-5,8,7,10
CC1(c2ccc(OC(F)F)cc2)NC(=O)N(CC(=O)Nc2ccc3c(c2)OCO3)C1=O (stereo unspecified),-5,6,3,12,2,21,-8,3,2,13,-2
CCCN(Cc1cc2ccc(C)cc2[nH]c1=O)S(=O)(=O)c1ccccc1,10,25,-14,-7,2,-21,7,4,-3,2,-5
COc1cc2c(cc1NC(=O)C(C)N1CCN(S(=O)(=O)c3ccccc3[N+](=O)[O-])CC1)oc1ccccc12 (stereo unspecified),-9,-18,7,-9,-4,-8,-10,-8,-12,-14,-7
O=C(NCc1cccc(Br)c1)C1CC(c2ccc(C(F)(F)F)cc2)=NO1 (stereo unspecified),9,-11,6,-1,10,14,-4,7,-3,-1,-13
CC(=O)c1cccc(S(=O)(=O)Nc2ccc(N3CCOCC3)cc2)c1,23,-3,12,1,-6,21,8,1,-19,-6,7
O=C(CSc1nc2ccccc2s1)NCCCN1CCOCC1,-15,20,14,5,-8,-16,-1,-2,-8,8,-11
CCSc1nnc(N2C(=O)C(O)=C(C(=O)c3ccco3)C2c2cccc(OC)c2)s1 (stereo unspecified),-25,-1,-14,8,1,-44,-12,-4,-16,-6,0
CCNC(=O)C1(C)CCCN(Cc2ccc(Oc3ccccc3)cc2)C1 (stereo unspecified),19,-14,17,20,1,-1,12,nt,11,14,-10
Cc1ccccc1COc1cccc(/C=N/NC(=O)c2nnn(-c3nonc3N)c2C)c1,10,-30,-17,46,9,-6,-11,-8,24,32,-13
Cc1cc(C(=O)CN2C(=O)c3cccc(N)c3C2=O)c(C)n1Cc1cccs1,-56,17,-215,25,-89,-11,-104,-35,-165,18,-1

# Next section; it opens with the 3 that closed the last part.
SMILES,Shn3 3UTR inh,TWEAK Fn14 block,NR5A2 inv ag,TRAIL sens C8,NR2F2 inh,TROY signal inh,SRC3 inh,LMP1 NFkB inh,SRC1 inh,CF NFkB inh,KKLEB tox
CCNC(=O)C1(C)CCCN(Cc2ccc(Oc3ccccc3)cc2)C1 (stereo unspecified),19,-14,17,20,1,-1,12,nt,11,14,-10
Cc1ccccc1COc1cccc(/C=N/NC(=O)c2nnn(-c3nonc3N)c2C)c1,10,-30,-17,46,9,-6,-11,-8,24,32,-13
Cc1cc(C(=O)CN2C(=O)c3cccc(N)c3C2=O)c(C)n1Cc1cccs1,-56,17,-215,25,-89,-11,-104,-35,-165,18,-1
CC(C)(C)c1ccc(/C=C/C(=O)c2ccc(NC3=NCCCS3)cc2)cc1,21,61*,-9,13,15,10,11,-2,3,24,-2
COc1cccc(C(=O)NCCC2=CCCCC2)c1OC,-44,-27,-95,0,-42,-45,-48,-22,-64,3,3
CCN(CC)CCN(C)C1CCC(c2ccccc2)CC1 (stereo unspecified),-54,-3,2,8,3,17,10,1,14,2,1
CCc1ccccc1NC(=O)CNC(=O)c1ccccc1OCc1c(C)noc1C,2,-5,-6,-10,-1,-12,2,0,0,-3,-2
CCC(C)NC(=O)c1cc2c(=O)n(CC)c3ccccc3c2s1 (stereo unspecified),3,8,-9,9,-7,26,2,3,6,-22,0
CCc1ccc(NC(=O)C2CCCN(S(=O)(=O)c3c(C)[nH]c(=O)[nH]c3=O)C2)cc1 (stereo unspecified),-6,-19,9,4,9,17,10,2,-8,-16,14
O=C(COC(=O)c1ccc(Cl)c(S(=O)(=O)N2CCCCC2)c1)NC1CCCCC1,-7,-1,-19,-5,-6,22,-36,5,-5,-27,10
O=C(Nc1ccncc1)C1COc2ccccc2O1 (stereo unspecified),3,0,-14,10,13,-3,-13,-5,-15,8,13
Cc1ccc(C(=O)NCc2ccccn2)cc1S(=O)(=O)N1CCCCC1,3,3,-1,3,9,9,-2,-5,-11,-26,-9
COc1ccc(C)cc1NC(=O)COC(=O)C1COc2ccccc2O1 (stereo unspecified),-3,3,-22,3,-18,15,-18,-4,-6,7,-1
Cc1nc2cc(NS(=O)(=O)c3ccc(Br)cc3)ccc2n1C,40,5,-5,-3,-9,20,2,1,-8,0,-2
